Assay outcomes from PubChem.
SRC1 TRFRET art = TR-FRET detection interference compounds, primary screen, artefact control for PPARgamma SRC-1 recruitment agonists, biochemical, TR-FRET emission ratio; TR-FRET detection artefact counter-screen; hits give high values; TR-FRET ratio at 8 µM; 99,000 tested, 0.34% active; in the data active = TR-FRET ratio above about 2300; note: inactives centre near 1800
SRC3 TRFRET art = TR-FRET detection interference compounds, artefact control for PPARgamma SRC-3 recruitment agonists, biochemical, TR-FRET ratio | TR-FRET artefact counter-screen, PPARgamma/SRC-3 format; hits give high values | TR-FRET ratio at 8 µM | 99,000 tested, 0.39% active; in the data active = TR-FRET ratio above about 2000; note: inactives centre near 1600
* marks the source's active call; other numbers are inactive results. An excerpt, so the mix of outcomes need not match the whole.

no.	Molecule	SRC3 TRFRET art	SRC1 TRFRET art
1	O=C(CCc1nc2ccccc2c(=O)[nH]1)OCc1ccccc1F	1905	1603
2	NC(=O)c1nn(CC(=O)Nc2ccc3c(c2)OCO3)cc1[N+](=O)[O-]	1561	1668
3	NC(=Nc1ccc(Cl)cc1)c1ccccc1	1458	1708
4	N#Cc1cc(C(=O)Cc2ccccc2)c[nH]1	1489	1883
5	O=C(Cc1c(C(=O)O)[nH]c2ccccc12)NC1CCCC1	1399	1787
6	CC(C)(C)c1ccc(/C=N/n2cnnc2)cc1	1586	2138
7	CC(C)NC(=S)Nc1ccc2[nH]c(=O)[nH]c2c1	1544	1450
8	O=C(COC(=O)[C@@H]1CC(O)CN1S(=O)(=O)c1ccccc1[N+](=O)[O-])Nc1ccc2ccccc2c1 (stereo partly specified)	1615	2045
9	CCC(C(=O)NCCC1=CCCCC1)c1ccccc1 (stereo unspecified)	1671	1845
10	O=S(=O)(/N=C(\c1ccccc1)N1CCOCC1)c1ccc(Cl)cc1	1396	1543

Single values from the entries so far:
CC(C)(C)c1ccc(/C=N/n2cnnc2)cc1 @ SRC1 TRFRET art = 2138
O=C(CCc1nc2ccccc2c(=O)[nH]1)OCc1ccccc1F @ SRC3 TRFRET art = 1905
O=C(COC(=O)[C@@H]1CC(O)CN1S(=O)(=O)c1ccccc1[N+](=O)[O-])Nc1ccc2ccccc2c1 (stereo partly specified) @ SRC1 TRFRET art = 2045
O=C(Cc1c(C(=O)O)[nH]c2ccccc12)NC1CCCC1 @ SRC1 TRFRET art = 1787
NC(=O)c1nn(CC(=O)Nc2ccc3c(c2)OCO3)cc1[N+](=O)[O-] @ SRC3 TRFRET art = 1561

Carrying on:
no.	Molecule	SRC3 TRFRET art	SRC1 TRFRET art
11	Cc1csc(NC(=O)Cn2nc(C)c([N+](=O)[O-])c2C)n1	1379	1549
12	Cn1c(CCC(=O)Nc2ccccc2F)nnc1SCC(=O)Nc1ccccc1Cl	1414	1796
13	Cc1ccccc1C(=O)N1CCc2cc(-c3nc(NC(=O)Cc4ccc5c(c4)OCO5)sc3C)ccc21	2401*	2310
14	Cc1ccc(C(=O)N/N=C2\CCSC2)cc1[N+](=O)[O-]	1558	2012
15	O=C(N/N=C/c1ccco1)c1cc(-c2ccc(Cl)s2)[nH]n1	1555	1719
16	C=CCOc1ccc(C=Nc2ccc(Cl)cc2)c(O)c1	1557	1739
17	N=C1C(=O)OCC1c1ccccc1NC(=O)CN1CCOCC1 (stereo unspecified)	1612	1774
18	Cc1ccc(C)c(NC(=S)NCc2ccc3[nH]c4c(c3c2)CCCC4)c1	1505	1620
19	C=CCc1ccc(OCCCCOc2ccc(C(=O)O)cc2)c(OC)c1	1450	1626
20	COc1cccc(C2CC(c3ccc(Br)cc3)=NN2C(=O)c2ccncc2)c1OC (stereo unspecified)	1519	2109

Single records, as listed above. Values in the order: SRC3 TRFRET art	SRC1 TRFRET art
Entry for `Cn1c(CCC(=O)Nc2ccccc2F)nnc1SCC(=O)Nc1ccccc1Cl` : 1414	1796
Entry for `Cc1ccc(C(=O)N/N=C2\CCSC2)cc1[N+](=O)[O-]` : 1558	2012
Entry for `Cc1csc(NC(=O)Cn2nc(C)c([N+](=O)[O-])c2C)n1` : 1379	1549

More structures follow.
no.	Molecule	SRC3 TRFRET art	SRC1 TRFRET art
21	O=C(NCc1nc2ccccc2[nH]1)C1=C[C@H](C2CCCCC2)C[C@H](OCc2ccc(CO)cc2)O1	1728	1789
22	Clc1cccc(-c2ccc(/C=N/n3cnnc3)o2)c1	1778	1464
23	NC(=O)COC(=O)c1ccc(Cl)c(S(=O)(=O)N2CCCCCC2)c1	1379	1891
24	CCCS(=O)(=O)c1c(S(=O)(=O)CCC)c2ccc(C(N)=O)cn2c1C(=O)c1ccc(F)cc1	1838	1950
25	FC(F)(F)c1ccc(Oc2ccc3ccccc3c2Br)nc1	1655	1989
26	Cc1cccc(N2CN(Cc3ccco3)CNC2=S)c1C	1676	1735
27	CC(C)(C)NC(=O)c1nc2nc(-c3ccccc3)cc(C(F)(F)F)n2n1	1659	1635
28	CC(C)CNC(=S)NC(=O)c1ccc(Cl)cc1	1530	1610
29	O=C(CCc1nc2ccccc2c(=O)[nH]1)Nc1ccc(F)cc1	1609	1661
30	Cc1nn(CC(=O)NC2C(=O)N3C(C(=O)O)=C(CSc4nnnn4C)CSC23)cc1Br (stereo unspecified)	1390	1871
31	O=C(CSc1nc2ccccc2c(=O)n1-c1ccccc1Cl)Nc1cccc(S(=O)(=O)N2CCOCC2)c1	1886	1699
32	CSc1nncn1/N=C/c1ccc([N+](=O)[O-])cc1	1642	1766
33	CCCCN(CCCC)C(=S)NC(=O)c1ccccc1Cl	1805	1901
34	COc1cccc(CC(=O)Nc2ccc(S(=O)(=O)Nc3nc(C)cc(C)n3)cc2)c1	1512	1885
35	COc1cc(CC(=O)Nc2cccc(SC)c2)cc(OC)c1OC	1501	1602
36	Cc1ccc(NC(=O)COC(=O)C2CCC(=O)N2)c([N+](=O)[O-])c1 (stereo unspecified)	1467	1769
37	CC1CCCCC1NC(=O)/C(C#N)=C/c1ccccc1F (stereo unspecified)	1799	2030
38	COC(=O)C(C)(C)ONC(=O)Nc1ccccc1[N+](=O)[O-]	1524	1743
39	Cc1noc(C)c1CSc1ncnc2sc3c(c12)CCC3	1500	1910
40	Cc1cc(C(=O)COC(=O)C2CC2)c(C)n1-c1ccc(F)cc1	1762	1919
41	Cc1ccccc1NC(=S)Nc1ccc2cn[nH]c2c1	1630	1784
42	O=C(CCl)NCc1cc(-c2ccc(Cl)cc2)no1	1636	1917
43	Cc1ccc(C(=O)C[n+]2ccc3ccccc3c2)cc1	1679	1989
44	S=c1[nH]nc(Cn2nnc3ccccc32)n1-c1ccccc1	1745	1732
45	COC(=O)c1[nH]c(C)c(/C(O)=C2\C(=O)C(=O)N(CCN(C)C)C2c2ccco2)c1C (stereo unspecified)	1690	1883
46	COc1ccc(C2C(C#N)=C(N)OC3=C2C(=O)CC(C)(C)C3)cc1 (stereo unspecified)	1506	1738
47	C=CCC(=O)N1CCCC(CCC(=O)NCc2ccccc2F)C1 (stereo unspecified)	1448	1619
48	COc1ccc(OCC(=O)OCC(=O)NCc2ccc(F)cc2)cc1	1491	1568
49	Cc1nn(Cc2ccc(Cl)cc2)c(C)c1NC(=O)c1ccc([N+](=O)[O-])cc1	1511	1844
50	Cc1nc2ccccc2c(=O)n1/N=C/c1ccco1	1512	1947
51	COC(=O)c1ccc(COc2ccccc2/C=N/NC(=O)c2cccnc2)cc1	1556	1873
52	Cc1cc(=O)cc(C)n1-c1ccc(Br)cc1	1801	2095
53	COc1ccc(NC(=S)N(CCCN2CCCCCC2)Cc2cccs2)cc1	1749	1944
54	O=C(Nc1ccc(-c2nnc3n2CCCCC3)cc1)c1ccco1	1467	1858
55	CCOc1cc(C(=O)NCc2nnc(SCC(=O)OC)n2C)cc(OCC)c1OCC	1424	1783
56	O=C(COC(=O)CSc1cc(Cl)ccc1Cl)Nc1ncc(C(F)(F)F)cc1Cl	1631	1705
57	CC(NC(=S)Nc1c(Br)cccc1OC(F)F)C(C)(C)C (stereo unspecified)	1724	1921
58	Cc1ccc(S(=O)(=O)NCC(=O)N/N=C/c2ccc(Cl)cc2)cc1	1561	1800
59	Clc1ccc2nc3c4ccccc4cnn3c2c1	1788	1941
60	Cc1ccc(/C=C/C(=O)O)cc1S(=O)(=O)Nc1ccc2c(c1)OCO2	1540	1851
61	c1cc2c(cc1-c1csc(NNC3=NCCCCC3)n1)OCCO2	1819	1978
62	Cn1c(SCc2nc3cc(C(=O)O)ccc3c(=O)[nH]2)nnc1C(F)(F)F	1470	1782
63	CCOc1ccc(OCC)c(Nc2cc(C)nc3nc(C)nn23)c1	1744	1795
64	COc1ccc([N+](=O)[O-])cc1N(CC(=O)NCCC1=CCCCC1)S(C)(=O)=O	1379	1564
65	COc1ccc(NC(=O)c2c(NC(=O)CCC(=O)O)sc3c2CCCCC3)cc1	1579	1846
66	O=C(CCl)Nc1ccc(N=Nc2ccccc2)cc1	1627	1953
67	O=C(CCc1nnc(CCCc2ccccc2)o1)NCCN1CCOC1=O	1542	1857
68	COC(=O)CCn1nc(-c2ccc(Cl)cc2)c2ccccc2c1=O	1624	1673
69	Cc1cc(C)c(C(=O)COC(=O)c2ccc([N+](=O)[O-])o2)cc1C	1494	1529
70	Cc1ccccc1S(=O)(=O)Cc1ccc(C(=O)NCCN2CCN(Cc3ccccc3)CC2)o1	1487	1859

(list continues)
no.	Molecule	SRC3 TRFRET art	SRC1 TRFRET art
71	Cc1ccc(C(=O)NCc2ccccn2)cc1Cl	1614	1579
72	COC(=O)COc1ccc2c(=O)c(-c3ccccc3OC)coc2c1	1541	2197
73	O=[N+]([O-])c1ccc(N2CCOCC2)cn1	1635	1582
74	COc1ccc(C2CC(c3ccccc3)=NN2C(=O)c2ccc(Cl)c([N+](=O)[O-])c2)cc1 (stereo unspecified)	1535	1763
75	COc1cccc(CN(C)CC(=O)Nc2cc3oc4ccccc4c3cc2OC)c1	1471	1958
76	CCCN(C(=O)CCl)C1=CCCCC1	1815	1836
77	CC(C)Cn1c(N)c(C(=O)COC(=O)c2ccccc2Cl)c(=O)n(C)c1=O	1704	1711
78	CC(=O)N1CCC(N(CCN2CCOCC2)C(=S)Nc2cccc(C)c2)CC1	1509	2017
79	COc1cccc(OCCn2cc(/C=N/NC(=O)c3ccncc3)c3ccccc32)c1	1626	1850
80	O=c1[nH]c2cc(Cl)c([N+](=O)[O-])nc2[nH]1	1813	1639

Retrieved one by one from the entries so far, 2 records:
no.	Molecule	SRC3 TRFRET art	SRC1 TRFRET art
73	O=[N+]([O-])c1ccc(N2CCOCC2)cn1	1635	1582
77	CC(C)Cn1c(N)c(C(=O)COC(=O)c2ccccc2Cl)c(=O)n(C)c1=O	1704	1711

The list goes on.
no.	Molecule	SRC3 TRFRET art	SRC1 TRFRET art
81	CN(Cc1ccccc1)C(=O)c1nc2ccccn2c1CN1CCCC1c1nccs1 (stereo unspecified)	1683	1634
82	COc1cc(CNc2ccc3c(c2)OCCO3)ccc1OCC(N)=O	1414	1762
83	Cc1ccc2[nH]c(C)c(CCNC(=O)c3cc4cc([N+](=O)[O-])ccc4oc3=O)c2c1	1329	1525
84	O=C(CN1C(=O)c2ccccc2C1=O)OCCOCCN=C1NS(=O)(=O)c2ccccc21	1721	1785
85	C[N+](C)(C)CCCCCC(=O)/C=N/O	1832	1662
86	C/C(Cc1ccccc1)=N\NC(=O)c1ccc(F)cc1	1309	1589
87	CC(=O)Oc1cccc(N2C(=O)c3ccc(C(=O)Nc4cccnc4)cc3C2=O)c1	1706	1940
88	COc1ccc(C2CC(c3ccccc3)=NN2c2ccc(S(N)(=O)=O)cc2)cc1OC (stereo unspecified)	1568	1604
89	CC(=O)c1ccc(N2Cc3ccccc3/C2=N\C(=O)Nc2ccccc2)cc1	1818	1981
90	CN(Cc1ccccc1)C(=O)c1ccccc1NC(=O)C1CC1	1634	1888
91	O=Cc1cccn1-c1ncc(Br)cn1	1600	2092
92	Cc1ccc(N2CN(Cc3cccnc3)CNC2=S)c(C)c1	1330	1568
93	O=C(CN(c1cccc(C(F)(F)F)c1)S(=O)(=O)c1ccc(Cl)c([N+](=O)[O-])c1)NCc1ccccc1	1500	1867
94	CCOc1ccccc1NC(=O)Cn1c(=O)n(-c2ccc(OC)cc2OC)c(=O)c2c(C)c(C(=O)N(CC)CC)sc21	1499	1619
95	N#CCc1ccc(Oc2ncc(C(F)(F)F)cc2Cl)cc1	1529	1718
96	CCCn1c(SCC(=O)c2c(C)[nH]c(C)c2C(=O)OCC)nc2ccccc21	1643	2076
97	COc1ccc(CNC(=S)NC2CCCC2)cc1	1613	1993
98	COC(=O)CSc1nn(-c2ccc(F)cc2)c(=S)s1	1672	1813
99	O=[N+]([O-])C(=C1NCCN1)C(Cl)=C(Cl)Cl	1608	1839
100	O=C(COC(=O)c1ccccc1Br)NCc1ccccc1	1510	1654
101	CS(=O)(=O)N(CC(=O)N1CCC(C(N)=O)CC1)c1cc(C(F)(F)F)ccc1Cl	1778	1823
102	Cc1c(/C=C/C(=O)c2ccc(O)cc2)cnn1C	1268	1626
103	CCOc1ccc(CC(=O)NNC(=S)NCCc2ccccc2)cc1	1441	1896
104	CSc1ccc(CN2CCN(Cc3ccccc3)C(CCO)C2)cc1 (stereo unspecified)	1520	1583
105	O=C(NC1CCN(C(=S)NCc2ccco2)CC1)c1cccc(F)c1	1451	1633
106	C=CCn1c(SC)nnc1C1COc2ccccc2O1 (stereo unspecified)	1550	1989
107	CC(=O)c1cccc(CN2CCCC(CCC(=O)NCc3ccccc3F)C2)c1 (stereo unspecified)	1531	1766
108	CN1CCN(C(=O)C2=C[C@H](c3coc4ccccc4c3=O)C[C@H](OCCCCO)O2)CC1	1614	1752
109	Cn1cc(C(=O)Nc2ccc(F)c(Cl)c2)cn1	1757	1748
110	CCCN(C(=O)c1cn(CC)c2nc(C)ccc2c1=O)c1c(N)n(Cc2ccccc2)c(=O)[nH]c1=O	1343	1784
111	NC1=C([N+](=O)[O-])C(c2ccccc2)C2=C(CCCC2=O)O1 (stereo unspecified)	1572	1551
112	CCOc1ccccc1N1CCN(CC(=O)Nc2cc(C)on2)CC1	1565	1613
113	CN1CCN(C(=O)Nc2ccccc2)CC1	1779	2103
114	CCc1cccc(CC)c1NC(=S)N1CCn2cccc2C1c1ccncc1 (stereo unspecified)	1446	1646
115	O=C(NNC(=S)Nc1ccc(Cl)cc1)c1ccccc1OC(F)F	1493	1849
116	CO/N=C/c1c(-c2ccccc2)nn(C)c1Cl	1492	1685
